KOR beta-arrestin-1 – KOR antagonists, beta-arrestin recruitment, cell-based, luminescence, uHTS (AID 1778) | 290,000 tested, 0.091% active | one-dose inhibition, % at 10 µM; IC50 in µM for titrated hits | KOR beta-arrestin recruitment, luminescence, antagonist mode; higher % means a stronger effect | Kappa-type opioid receptor (Homo sapiens); note: strong numbers were not always called active
NOD2 inhibition – NOD2 signaling inhibitors, cell-based, luminescence, uHTS, HEK293 (AID 1566) | inhibition, % at 4 µM; hits with a dose series show EC50 in µM | 290,000 tested, 0.63% active | HEK293 NOD2/NF-kB luciferase reporter, luminescence; higher % means a stronger effect; note: many of its hits are not listed in these tables
NOD1 inhibition – NOD1 signaling inhibitors, primary screen, cell-based, luminescence, uHTS (AID 1578); inhibition, % at 4 µM; hits with a dose series show EC50 in µM; NOD1-driven NF-kB luciferase reporter cells, luminescence; higher % means a stronger effect; 290,000 tested, 1% active; in the data active = inhibition mostly above about 36%, no sharp cut-off; inactive = mostly below about 34%;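 note: HEK-293T reporter cells stimulated with the NOD1 agonist gamma-tri-DAP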
GPR55 activation – GPR55 agonists via beta-arrestin recruitment, primary screen, imaging, U2OS cells, beta-arrestin-GFP redistribution (AID 1961). activation, % at 10 µM, or EC50 in µM where a hit was titrated. U2OS GPR55 beta-arrestin-GFP redistribution imaging; higher % means a stronger effect. G-protein coupled receptor 55 (Homo sapiens). 290,000 tested, 0.048% active;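 active = activation above 40% with more than 50 cells counted in the well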;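 note: U2OS osteosarcoma cells stably expressing GPR55 and beta-arrestin-GFP; plate controls were DMSO negative control for no effect and LPI positive control for full effect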
CSM14.1 death rescue – rescue of cells from ER stress-induced death, primary screen, 384-well, CSM14.1, thapsigargin, ATP luminescence (AID 1222); CSM14.1 thapsigargin-induced death rescue, ATP luminescence; higher % means a stronger effect; cellular ATP content (survival), % at 20 µM, or EC50 in µM where a hit was titrated; 190,000 tested, under 10 active;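 active = EC50 below 50 µM in the dose-response confirmation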;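 note: death triggered by thapsigargin at about 15 µM added after 2 h compound pretreatment; cell ATP read after overnight thapsigargin exposure of roughly 18 to 22 hours; normalized against plate controls of thapsigargin alone and 5% DMSO vehicle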
KOR beta-arrestin-2 – KOR agonists, beta-arrestin recruitment, primary screen, cell-based, luminescence, uHTS (AID 1777); Kappa-type opioid receptor (Homo sapiens); KOR beta-arrestin recruitment, luminescence; higher % means a stronger effect; one-dose activation, % at 10 µM; EC50 in µM for titrated hits; 280,000 tested, 0.02% active; in the data active = activation above about 50%, passing the limit was not always enough; note: a part of the inactive calls stands beside numbers as strong as those of hits
TNAP activators – human TNAP enzyme activators, primary screen, biochemical, luminescent, no phosphate acceptor, uHTS (AID 1001). purified TNAP, luminescent activation assay, no phosphate acceptor; higher activation fold means a stronger effect. activation fold at 20 µM; hits with a dose series show EC50 in µM. 200,000 tested, 0.03% active; in the data active = activation fold from about 3, or a potency from the dose series; inactive = the rest, 99 in 100 with activation fold below about 1.6; note: many of its hits are not listed in these tables
NTR1 agonist – agonists of NTR1, primary screen, imaging, U2OS cells, beta-arrestin-GFP, high content (AID 493036) | Neurotensin receptor type 1 (Homo sapiens), P30989 | NTR1-U2OS beta-arrestin-GFP spot imaging, agonist mode | activation, % at 20 µM | 330,000 tested, 0.17% active;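 active = activation at or above 40% of the spot to cytoplasm intensity ratio, with at least 20 cells analyzed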;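 note: 0% = DMSO without peptide and 100% = 100 nM NTR1 peptide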
Target sequence (P30989 whole entry, looked up): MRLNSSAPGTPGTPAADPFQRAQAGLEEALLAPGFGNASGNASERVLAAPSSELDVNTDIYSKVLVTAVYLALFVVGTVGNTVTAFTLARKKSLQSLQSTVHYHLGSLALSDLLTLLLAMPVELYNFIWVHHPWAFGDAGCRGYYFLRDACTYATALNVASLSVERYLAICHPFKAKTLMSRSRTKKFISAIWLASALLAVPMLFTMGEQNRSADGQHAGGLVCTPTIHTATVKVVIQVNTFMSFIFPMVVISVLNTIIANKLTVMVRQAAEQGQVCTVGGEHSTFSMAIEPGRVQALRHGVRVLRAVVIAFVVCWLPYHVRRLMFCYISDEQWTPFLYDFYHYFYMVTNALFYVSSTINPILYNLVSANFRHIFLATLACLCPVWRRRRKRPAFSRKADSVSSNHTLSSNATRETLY
Yfh1-depleted yeast – enhancers of respiration in Yfh1-depleted yeast, dose response, Friedreich's ataxia, plus single-dose screen (AID 1465). S. cerevisiae Yfh1-off respiration, WST-1 reduction, 72 h; higher fold induction means a stronger effect. fold induction at 50 µM, or EC50 in µM where a hit was titrated. 220,000 tested, 0.074% active;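 active = fold induction of absorbance versus untreated yeast above a set limit, then at least 30% activation at any dose in follow-up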;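 note: activators that raise dye reduction in frataxin-depleted yeast; strong numbers were not always called active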
NTR1 agonist cell count 20 µM – recorded beside NTR1 agonist, whose call it bears; cell count; measured here: cell count, cytotoxicity flag
Numbers without * were called inactive; i = inactive; · = not tested or not shown; [ ] = remark or other dose. Cut-off read from the data, not from the text of the source, unless noted: active = inhibition above about 50%; inactive = the rest.

SMILES,KOR beta-arrestin-1,NOD2 inhibition,NOD1 inhibition,GPR55 activation,CSM14.1 death rescue,KOR beta-arrestin-2,TNAP activators,NTR1 agonist,NTR1 agonist cell count 20 µM,Yfh1-depleted yeast
CN1CCN(c2ccc(NC(=O)c3sc4ccccc4c3Cl)cc2)CC1,-24%,3%,-50%,0.2%,-1.7%,-2.6%,1.1,2.0,48,i
COc1cccc(-c2onc3ccc(C(C)=O)cc23)c1,9%,-36%,-17%,0.2%,·,-3.1%,·,0.9,94,·
COCCN(Cc1cc2cc3c(cc2nc1Cl)OCO3)C(=O)Nc1ccc(F)cc1,3%,22%,20%,0.1%,-0.5%,-3.1%,1.1,0.8,55,i
Cc1nc2ncnn2c(C)c1CCC(=O)N1CCN(C(=O)c2ccco2)CC1,-26%,-9%,·,-0.3%,1.2%,2.5%,1.1,0.0,56,i
COc1cc(C(=O)NCCC(C)C)ccc1OCc1ccc(Cl)cc1Cl,47%,12%,-3%,-0.1%,-2.8%,-6.8%,1.2,2.8,67,i
CS(=O)(=O)N(Cc1ccccc1)c1ccc(C(=O)NCCSc2ccccn2)cc1,-5%,3%,-28%,-0.3%,-2.9%,-0.9%,1.1,3.7,66,i
Cc1nn(-c2ccccc2)nc1C(=O)NNC(=O)c1ccc(C(F)(F)F)cc1,-27%,-28%,-6%,-0.2%,·,0.8%,·,0.4,55,i
CN1C(=O)c2cccc3c(S(=O)(=O)NCCc4ccccc4)ccc1c23,-12%,16%,-2%,-0.2%,·,1.7%,·,-1.1,39,·
Nc1ccc(NC(=S)Nc2ccccc2)cc1,9%,15%,5%,0.5%,·,-2.4%,·,·,·,i
CCn1c(SCC(=O)O)nnc1-c1cc2c(C)nn(-c3ccccc3)c2s1,-54%,-7%,8%,-0.1%,1.1%,-0.5%,1.1,1.1,59,i
O=C(CCC(=O)N1CCN(C2CCCCC2)CC1)Nc1nnc(C(F)(F)F)s1,25%,5%,9%,-0.2%,0.7%,2.0%,1.1,-0.2,40,i
COc1ccccc1CN1CC(C(=O)NCc2cc(C)on2)CCC1=O (stereo not drawn),8%,-12%,-40%,-0.2%,·,-2.2%,·,0.9,57,·

Further entries follow.
SMILES,KOR beta-arrestin-1,NOD2 inhibition,NOD1 inhibition,GPR55 activation,CSM14.1 death rescue,KOR beta-arrestin-2,TNAP activators,NTR1 agonist,NTR1 agonist cell count 20 µM,Yfh1-depleted yeast
CCCCCCCCNc1nc(Cl)nc(NCc2ccco2)n1,12%,-2%,-15%,0.4%,-0.6%,1.0%,1.1,1.6,72,i
CCNC(=O)COC(=O)C1CCC(=O)N(c2ccc(OC)cc2)C1c1ccc(OC)cc1 (stereo not drawn),0%,15%,14%,-0.1%,-0.6%,-9.1%,1.2,6.5,48,i
COc1ccccc1NC(=O)Cn1nc(C(F)(F)F)c2c1CCCC2,-141%,-16%,32%,-0.1%,1.6%,6.9%,1,-1.0,73,i
CCOC(=O)NC(=O)c1cn(CCNCCO)c(=O)[nH]c1=O,6%,2%,-35%,3.2%,-0.5%,-0.6%,1.1,-0.7,56,i
c1ccc(-c2ccccc2OCCOCCN2CCOCC2)cc1,-11%,-15%,-7%,-0.1%,·,2.2%,·,-0.4,59,·
O=C(Nc1nonc1NC(=O)c1cccs1)c1cccs1,-20%,39%,59%*,1.0%,6.3%,-1.8%,1.1,4.9,45,i
CCn1nc(C(=O)Nc2cccc(C(F)(F)F)c2)c(Cl)c1Cl,-2%,13%,-7%,0.0%,-0.7%,1.9%,1,-0.9,92,i
CC1=NN(C(=O)CCCc2ccccc2)C(O)(C(F)(F)F)C1 (stereo not drawn),6%[20 µM],2%,21%,-0.2%,-0.6%,1.3%,1.1,-1.6,60,i
Cc1cc(NC(=O)CCC(=O)N(Cc2ccco2)C2(C(=O)NC3CCCCC3)CCCC(C)C2)no1 (stereo not drawn),-10%,-5%,-14%,0.1%,·,-1.7%,·,-1.4,39,·
COc1cccc(-c2nc(NC3CCCC3)c3ccccc3n2)c1O,-68%,30%,-5%,-0.1%,·,-2.4%,·,60*,93*,·
COc1ccc(C(=O)CC(=O)C(=O)Nc2cccc(C(C)=O)c2)cc1,46%,-18%,5%,-0.1%,·,-2.1%,·,-0.9,81,·
O=C(Nc1ccc2oc(-c3ccc4ccccc4c3)nc2c1)c1ccc2c(c1)OCCO2,-13%,-24%,-47%,0.1%,-1.0%,-1.4%,1,4.2,79,i

Other compounds
SMILES,KOR beta-arrestin-1,NOD2 inhibition,NOD1 inhibition,GPR55 activation,CSM14.1 death rescue,KOR beta-arrestin-2,TNAP activators,NTR1 agonist,NTR1 agonist cell count 20 µM,Yfh1-depleted yeast
Cc1ccccc1OCC(=O)NNC(=S)NC(=O)c1ccco1,8%,13%,10%,-0.1%,1.5%,-1.8%,1.1,1.5,50,i
CCN(CC)S(=O)(=O)c1ccc(/C=C/C(=O)O)cc1,32%,4%,-6%,0.1%,0.8%,-1.2%,1.1,1.1,34,i
CCCNC(=O)COc1coc(CN2CCN(c3ccc(F)cc3)CC2)cc1=O,5%,16%,18%,-0.1%,·,1.4%,·,-0.4,56,·
CN(CC(O)COc1ccccc1F)C1CCCCC1 (stereo not drawn),5%,2%,-28%,0.0%,-1.1%,-5.6%,1.1,1.6,30,i
COc1cccc(C(=O)Nc2ccc(NC(=O)C3CC=CCC3C(=O)O)cc2)c1 (stereo not drawn),-29%,25%,34%,0.0%,·,5.0%,·,0.4,63,·
O=C(O)Cn1cc(C(=S)N2CCCCC2)c2ccccc21,-4%,8%,-14%,-0.9%,-2.7%,-0.7%,1.1,2.3,49,i
O=C(c1ccccc1)N1CCN(c2ccc(Cl)cc2)CC1,-10%,5%,18%,-0.2%,·,-1.2%,1.1,0.9,64,i
CCC(C)Oc1ccc(C(=O)Nc2ccc(CN3CCOCC3)cc2)cc1 (stereo not drawn),-11%[20 µM],37%,-8%,-0.1%,·,-1.0%,·,2.3,57,·
CC(C)NC(=O)COc1ccc(S(=O)(=O)N(C)Cc2ccccc2)cc1,10%,-15%,-14%,-0.1%,·,5.0%,·,1.6,63,i
C/C=C/C(=O)Nc1cccc(C2=NOC3(C2)C[C@H](C(N)=O)N(C(=O)/C=C/C)C3)c1 (stereo partly drawn),10%,16%,0%,-0.2%,·,0.4%,·,-0.9,50,i
CCOc1cc2[nH]c(=O)n(CCC(=O)NCc3ccc(OC)cc3)c(=O)c2cc1OCC,-30%,9%,-3%,-0.2%,-0.8%,7.0%,1.1,2.5,79,i
CCCCC(=O)Nc1cccc(NC(=S)NC(=O)C(C)C)c1,19%,12%,-18%,-0.3%,-1.5%,-5.6%,1.1,2.3,73,i

The listing continues.
SMILES,KOR beta-arrestin-1,NOD2 inhibition,NOD1 inhibition,GPR55 activation,CSM14.1 death rescue,KOR beta-arrestin-2,TNAP activators,NTR1 agonist,NTR1 agonist cell count 20 µM,Yfh1-depleted yeast
c1ccc(OCc2nn3c(-c4ccncc4)nnc3s2)cc1,-32%,9%,13%,0.3%,-1.7%,-3.6%,1,1.2,53,i
CC(C)CC(=O)Nc1nnc(SCC(=O)NCc2ccc3c(c2)OCO3)s1,0%,-6%,-28%,-0.5%,·,-3.2%,1.1,0.0,84,i
CCn1cc(/C=N/N=C2\CCC3C4CCc5cc(O)ccc5C4CC[C@]23C)c(C)n1 (stereo partly drawn),-56%,3%,16%,0.1%,2.4%,-5.8%,1.1,3.9,67,i
CCC(=O)NC(c1ccc(N(C)C)cc1)c1c(O)ccc2ccccc12 (stereo not drawn),-22%[20 µM],-5%,-20%,0.5%,4.4%,1.8%,1,-0.1,67,i
COc1cc(C2C(C#N)=C(N)OC3=C2C(=O)CC(C)(C)C3)ccc1OC(=O)N1CCOCC1 (stereo not drawn),0%,1%,-26%,0.6%,1.4%,-1.4%,1.1,1.2,42,i
FC(F)(F)Oc1ccc(Nc2nc(N3CCOCC3)nc(N3CCOCC3)n2)cc1,-10%,21%,-7%,0.4%,·,6.6%,·,7.8,65,·
CCOC(=O)N1CCN(CC(=O)Nc2ccc([N+](=O)[O-])cc2C(=O)Nc2ccccc2F)CC1,-24%,12%,-12%,0.1%,-0.6%,5.0%,1.1,2.1,75,i
CC1(C)CC(=O)C2=C(C1)NC(=O)CC2c1ccc(F)cc1 (stereo not drawn),0%,19%,3%,0.2%,-1.1%,0.4%,1,-0.6,63,i
CCC1C(=O)NCCN1C(=O)c1ccc2nc(Cc3cccc(Cl)c3)oc2c1 (stereo not drawn),-9%,-13%,-24%,-0.1%,·,-1.3%,·,2.0,51,·
O=C(CNC(=O)c1cccs1)NCC(=O)OCc1c(F)cccc1Cl,33%[20 µM],6%,-28%,-0.1%,0.8%,-1.5%,1.1,1.3,61,i
Cc1ccc(NC(=S)N(Cc2cccs2)Cc2cc3cc(C)ccc3[nH]c2=O)cc1,-14%,-28%,-3%,0.1%,14%,7.9%,1.1,13,48,i
O=c1cc(-c2ccccc2Cl)oc2c(NS(=O)(=O)c3cccc4nsnc34)ccc(O)c12,-5%,1%,7%,0.0%,·,2.2%,·,2.7,66,i
COc1ccc(CN2CC(C(=O)NCCN3CCOCC3)CC2=O)cc1 (stereo not drawn),15%,-17%,-13%,-0.1%,-1.4%,-3.5%,1.1,-0.2,35,i
CC(=O)N1CCN(S(=O)(=O)c2cccc(C(=O)Nc3ccc(OC(F)F)cc3)c2)CC1,-36%,6%,-6%,-0.1%,·,1.0%,·,0.2,47,·
N#CCSc1nnc(-c2ccccc2O)n1Cc1ccccc1,-3%,8%,-32%,-0.1%,-3.0%,6.2%,1,-1.1,54,i

Shown field by field: part of the list above
N#CCSc1nnc(-c2ccccc2O)n1Cc1ccccc1
  KOR beta-arrestin-1: -3%	NOD2 inhibition: 8%	NOD1 inhibition: -32%	GPR55 activation: -0.1%	CSM14.1 death rescue: -3.0%	KOR beta-arrestin-2: 6.2%	TNAP activators: 1	NTR1 agonist: -1.1	NTR1 agonist cell count 20 µM: 54	Yfh1-depleted yeast: i
CCOC(=O)N1CCN(CC(=O)Nc2ccc([N+](=O)[O-])cc2C(=O)Nc2ccccc2F)CC1
  KOR beta-arrestin-1: -24%	NOD2 inhibition: 12%	NOD1 inhibition: -12%	GPR55 activation: 0.1%	CSM14.1 death rescue: -0.6%	KOR beta-arrestin-2: 5.0%	TNAP activators: 1.1	NTR1 agonist: 2.1	NTR1 agonist cell count 20 µM: 75	Yfh1-depleted yeast: i
FC(F)(F)Oc1ccc(Nc2nc(N3CCOCC3)nc(N3CCOCC3)n2)cc1
  KOR beta-arrestin-1: -10%	NOD2 inhibition: 21%	NOD1 inhibition: -7%	GPR55 activation: 0.4%	CSM14.1 death rescue: ·	KOR beta-arrestin-2: 6.6%	TNAP activators: ·	NTR1 agonist: 7.8	NTR1 agonist cell count 20 µM: 65	Yfh1-depleted yeast: ·

An excerpt, so the mix of outcomes need not match the whole.
